Screens from PubChem BioAssay.
DENV2 CPE rescue: protects cells from dengue virus 2 cytopathic effect | 1.7% of 350,000 active | CPE inhibition, % at 9.99 µM | DENV2-infected cells, cytopathic effect rescue, plate reader; in the data active = CPE inhibition above about 20%, passing the limit was not always enough; inconclusive = no clear call, values can overlap the other calls; tested in BHK-21 cells;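 note: 0% = median of neutral control wells and 100% = median of positive control wells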
E-selectin induc: E-selectin induction on HUVECs; P16581; HUVEC E-selectin immunofluorescence imaging; normalized: neutral wells 0, TNF-alpha wells 100; activation, % at 7.58 µM; 0.37% of 260,000 active; AID 686992;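 active = mean E-selectin-positive cell signal at least 10% of the positive control, reached in at least 60% of replicates, without over 20% cell loss; inconclusive = no rule given, readout overlaps actives, possibly toxicity-flagged; inactive = the rest, including those meeting only one limit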;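 note: in these data hits start at about 27%; measured in HUVEC primary endothelial cells; signal is the percent of cells scored E-selectin positive by PE staining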
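Test system – human umbilical vein endothelial cells (HUVEC), E-selectin induction · Input – 3,000 HUVEC seeded per well · Buffer or medium – EGM-2, gelatin · Compound dosing – single-point compound dose · Detection – immunofluorescence imaging · Measure – percent E-selectin-positive cells · Controls – TNF-alpha high, DMSO low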
Casp6 inh: inhibitors of human caspase-6 | P55212 | purified caspase-6, Z-VEID-R110 cleavage fluorescence | inhibition, % at 12.5 µM | 0.53% of 350,000 active | AID 686996;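 active = mean inhibition across replicates at least about 35%, with every replicate also reaching that limit, limit read from the data; inconclusive = only one of the two criteria met; inactive = neither criterion met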;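 note: 0% = median of neutral control wells and 100% = no fluorescence left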
Target sequence (P55212 24-179 limits assumed): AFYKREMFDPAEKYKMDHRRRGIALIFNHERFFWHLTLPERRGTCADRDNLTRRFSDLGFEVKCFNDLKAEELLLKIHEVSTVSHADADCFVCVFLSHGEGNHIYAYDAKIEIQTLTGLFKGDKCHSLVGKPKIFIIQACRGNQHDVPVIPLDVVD
Target sequence (P55212 194-293 limits assumed): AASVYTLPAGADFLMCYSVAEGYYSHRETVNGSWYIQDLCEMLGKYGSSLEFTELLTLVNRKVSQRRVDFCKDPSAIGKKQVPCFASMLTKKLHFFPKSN
GSIS activator: primary screen for activators of insulin secretion dependent on glucose, INS-1E cells, GLuc reporter luminescence | AID 743287 | 0.61% of 370,000 active | INS-1E GLuc reporter insulin secretion, 2-3 h | activation, % at 16.6 µM;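 active = lowest replicate activation of at least 40%, so every replicate reaches that level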;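 note: 0% = median of neutral control wells and 100% = median of IBMX positive control wells; some compounds called inactive have numbers as strong as hits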
F508del corr: CFTR F508del correction in bronchial cells; 0.36% of 350,000 active; CFBE cells, YFP halide quenching; stimulated with forskolin plus potentiator P3; % fluorescence drop versus neutral controls; activity (quench increase), % at 7.58 µM; AID 720511;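 active = mean added fluorescence quench of at least 8% versus neutral control, with both replicates also reaching 8%; inconclusive = only one of the mean or replicate conditions met; inactive = mean below 8% and not both replicates reaching 8%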;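 note: cells transiently co-express mutant CFTR-F508del with the halide-sensitive YFP; corrector assay measuring rescue of mutant channel to the surface after 24 h compound exposure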
RAD54 inh: inhibitors of human RAD54 branch migration; Q92698; RAD54 Holliday junction branch migration, FAM/BHQ fluorescence; inhibition, % at 10.4 µM; 0.14% of 360,000 active;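 active = mean normalized replicate activity at least 40 and at least half of replicates scoring 40 or more; inconclusive = only one of the two criteria met; inactive = mean below 40 and under half of replicates reaching 40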;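 note: 0% = median of neutral control wells and 100% = median of positive control wells; inhibitors cause a drop in the FAM fluorescence signal; in these data hits start at about 50%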
Target sequence (Q92698 whole entry, looked up): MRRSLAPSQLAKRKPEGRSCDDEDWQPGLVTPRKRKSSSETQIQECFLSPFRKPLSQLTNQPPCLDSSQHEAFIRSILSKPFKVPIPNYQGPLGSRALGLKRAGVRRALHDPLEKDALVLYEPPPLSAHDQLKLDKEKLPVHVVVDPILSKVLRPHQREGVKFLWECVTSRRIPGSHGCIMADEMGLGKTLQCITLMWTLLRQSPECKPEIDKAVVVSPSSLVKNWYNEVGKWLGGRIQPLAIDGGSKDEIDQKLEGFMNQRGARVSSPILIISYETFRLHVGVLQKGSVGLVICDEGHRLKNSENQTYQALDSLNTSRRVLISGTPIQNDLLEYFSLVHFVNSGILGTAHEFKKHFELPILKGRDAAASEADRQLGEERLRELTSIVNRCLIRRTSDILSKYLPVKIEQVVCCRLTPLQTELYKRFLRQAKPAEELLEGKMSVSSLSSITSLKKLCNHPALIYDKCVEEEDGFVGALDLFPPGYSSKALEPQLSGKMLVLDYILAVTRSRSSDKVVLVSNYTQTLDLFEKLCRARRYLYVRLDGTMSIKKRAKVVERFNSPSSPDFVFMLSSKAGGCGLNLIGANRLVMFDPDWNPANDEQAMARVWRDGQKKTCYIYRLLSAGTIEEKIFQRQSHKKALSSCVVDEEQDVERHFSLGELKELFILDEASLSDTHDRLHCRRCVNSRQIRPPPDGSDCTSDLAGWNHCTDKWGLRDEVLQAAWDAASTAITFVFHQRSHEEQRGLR
RAD52 anneal inh: blocks human RAD52 DNA annealing; P43351; recombinant RAD52 DNA annealing, FRET fluorescence; inhibition, % at 18.7 µM; 0.46% of 360,000 active; AID 651710;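 active = every replicate showing at least 50% inhibition; inconclusive = mean inhibition at least 50% but not in every replicate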
Xi reactivation: X-chromosome reactivation activator | XiGFP mouse fibroblasts, % GFP-positive cells imaging, 3 d; cells co-treated with 5-aza-dC sensitizer; scaled so ellipticine positive control = 100% | activation, % at 7.58 µM | 0.055% of 360,000 active;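 active = mean normalized replicate activation at least 10% and every replicate at or above 10%; inconclusive = only one of the two criteria met; inactive = mean below 10% and not all replicates reach 10%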;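 note: 0% = median of on-plate neutral control wells and 100% = ellipticine 6 µM median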
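material = 68-5-11 XiGFP fibroblast line | medium = DMEM plus 5-aza-dC sensitizer | schedule = 3 days compound exposure | benchmarks = positive control ellipticine, 6 µM final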
* hit, by the source's call; ? = inconclusive; / = no result given; & = joins results of further samples. Not all compounds are listed; rates above refer to the full screens.

Molecule	DENV2 CPE rescue	E-selectin induc	Casp6 inh	GSIS activator	F508del corr	RAD54 inh	RAD52 anneal inh	Xi reactivation
Cc1c(C(c2ccc(O)cc2)c2c(O)c3ccccc3oc2=O)c(=O)n(-c2ccccc2)n1C (configuration not stated)	-4	0.6	3	-2	/	/	-13	0.1
Cc1ccsc1C(=O)C1CCCN(Cc2cnc(N)nc2)C1 (configuration not stated)	2	0.0	-3	/	-2.0	-8	-5	-0.1
CC(=O)OC1CCC2(C)C(CCC3C2CC(=O)C2(C)C3CC(N3CC3)C2C(C)=O)C1 (configuration not stated)	?	-0.5	-4	/	-0.1	/	-10	0.1
COP(=O)(OC)C(NC(=O)/C=C/c1ccccc1)C(Cl)(Cl)Cl (configuration not stated)	1	2.6	2	-2	0.6	/	-7	0.1
COc1cccc(-c2nn(Cc3ccccc3)cc2C(=O)O)c1	8	/	-4	-4	0.6	6	-4	-0.1
O=C(Cc1ccccc1)Oc1cccc(-n2cnnn2)c1	2	/	1	1	-1.5	/	-9	0.2
COC(=O)C1=C(c2ccc(S(C)(=O)=O)cc2)C[C@@H]2CC[C@H]1N2C(=O)N1CCCCC1	-17	-0.2	-3	3	-0.5	1	6	0.6
COc1ccc(OC(=O)N(C)C[C@H]2OCc3ccccc3-c3c(n(C)c4ccccc34)C(=O)N([C@H](C)CO)C[C@H]2C)cc1	7	0.0	-1	-22	0.8	/	8	0.0
COc1cccc(C(=O)C2CCCN(Cc3ccon3)C2)c1 (configuration not stated)	-2	/	3	8	0.8	/	-7	0.0
COc1cc(C2c3cc(O)c(OC)cc3CC3C(=O)OCC32)ccc1O (configuration not stated)	-5	/	1	-2	-1.2	-3	-10	/
O=c1[nH]c(=O)n(Cc2ccco2)c(O)c1C=NCCN1CCOCC1	/	/	11	4	/	-13	-93	/
CCc1cc2c(cc1-c1csc(C/C(N)=N/O)n1)C(C)(C)CCC2(C)C	-6	4.1	-2	-19	-2.1	-4	-8	0.0
CC(C)CNP(=S)(c1ccccc1)C(C)(C)C (configuration not stated)	-2	0.3	-5	18	-1.9	-1	-7	0.0
C[C@]12CC[C@H](N)CC1=CCC1C2CC[C@@]2(C)C1CC[C@@H]2O (some centres not stated)	8	0.0	1	/	3.8	/	17	0.1
Cc1ccc(-n2c(O)c(C=NCC3CCCO3)c(=O)[nH]c2=O)c(C)c1 (configuration not stated)	5	3.5	1	/	-1.3	-7	-82	0.0
CN(C)c1ccc(/C=C2/C(=O)NC(=O)N(CCc3ccc(F)cc3)C2=O)cc1	0	6.4	3	-2	0.6	/	-84	-0.1
COC(=O)C(O)(c1ccc(N(C)C(=O)OC(C)C)cc1)C(F)(F)F (configuration not stated)	-4	/	0	-3	1.3	8	-5	/
COc1ccc(N2C(=O)/C(=C/C=C/c3ccccc3[N+](=O)[O-])C(=O)NC2=S)cc1	-3	3.6	2	-2	-0.1	/	-15	0.0
CN1CCN(c2cn[nH]c(=O)c2Cl)CC1	2	46*	-5	29	-1.8	-7	-15	0.0
CN(C)C1(CNC(=O)Cc2ccccc2F)CCCCC1	-4	-0.2	1	-2	-0.7	11	-10	0.0
CCOC(=O)CNC(=O)N1Cc2ccccc2-n2nncc2C1	-1	1.1	-4	4	0.4	-5	-6	0.6
O=C(NP(=O)(N1CC1)N1CC1)c1cc(I)ccc1I	12	-0.2	-8	/	-2.1	/	-26	0.1
CC(=O)OC1CCC2(C)C3CCC4(C)C(OC(C)=O)CCC4C3C(C)C2(O)C1 (configuration not stated)	2	0.5	3	/	1.0	1	-19	0.2
C[C@]12CCC3C(CC[C@@H]4CC(=O)CC[C@]34C)C1CC[C@@H]2O (some centres not stated)	-15	0.0	3	-13	1.3	3	8	0.1
CCCCn1nnnc1C(CC)N1CCC2(CC1)C(=O)NCN2c1ccccc1 (configuration not stated)	8	-2.6	0	18	-2.6	8	-9	0.1
Cn1cccc1/C=C1/C(=O)NC(=O)N(C(C)(C)C)C1=O	-4	0.0	0	-2	-1.3	-6	-43	-0.2
CCN(C(=O)COC(=O)C(O)(c1ccccc1)c1ccccc1)c1c(N)n(Cc2ccccc2)c(=O)[nH]c1=O	-5	-0.6	0	-18	-0.2	10	-5	0.2
C/C(=N\NC(=O)c1ccncc1)c1c(O)[nH]c(=O)[nH]c1=O	12	-0.7	/	11	1.7	/	-36	0.2
Cc1nn(CC(=O)N2CCC3(CC2)OCCO3)c(=O)c2cc3ccccc3n12	-5	/	0	-9	3.1	-4	4	0.0
Cc1ccccc1C(=O)NC(Oc1ccccc1)C(Cl)(Cl)Cl (configuration not stated)	/	-0.2	/	20	/	-4	/	0.2

Complete entries from above:
COc1ccc(OC(=O)N(C)C[C@H]2OCc3ccccc3-c3c(n(C)c4ccccc34)C(=O)N([C@H](C)CO)C[C@H]2C)cc1 is listed as DENV2 CPE rescue = 7; E-selectin induc = 0.0; Casp6 inh = -1; GSIS activator = -22; F508del corr = 0.8; RAD54 inh = /; RAD52 anneal inh = 8; Xi reactivation = 0.0
COc1cccc(C(=O)C2CCCN(Cc3ccon3)C2)c1 (configuration not stated) is listed as DENV2 CPE rescue = -2; E-selectin induc = /; Casp6 inh = 3; GSIS activator = 8; F508del corr = 0.8; RAD54 inh = /; RAD52 anneal inh = -7; Xi reactivation = 0.0

Additional compounds follow:
Molecule	DENV2 CPE rescue	E-selectin induc	Casp6 inh	GSIS activator	F508del corr	RAD54 inh	RAD52 anneal inh	Xi reactivation
NCCc1c[nH]c2ccccc12	63*	/	-2	/	2.7	3	-12	/
COc1ccc(C(=O)C2CCCN(Cc3ccon3)C2)cc1OC (configuration not stated)	1	0.1	-2	3	0.9	/	-4	0.0
Cc1ccc(OC(=O)N(C)C[C@@H]2OCc3cnnn3CCCC(=O)N([C@@H](C)CO)C[C@@H]2C)cc1	-8&0&1	-0.1&0.0	1&-5&1	8&12	-1.2&-1.3&0.5	-4&-6&-5	-2&8&-5	-0.1&3.5
O=C(O)c1ccc(-n2c(O)c(/C=C3\C=Nc4ccccc43)c(=O)[nH]c2=O)cc1	-5	/	-11	-5	1.3	-8	-57	0.0
O=C1N(c2cccc(Cl)c2)C(c2cccnc2)N2CCCN12 (configuration not stated)	4	/	2	-4	-3.1	/	-11	0.0
CCC(=O)N1CC(=O)Nc2ccc(F)cc2C1c1ccc(F)cc1 (configuration not stated)	2	-0.1	1	6	-0.6	6	4	0.0
CN(C)C(=O)Oc1ccc(Cl)c2cccnc12	-4	-5.2	0	1	1.5	-5	-4	0.0
CC1CC2(C)C(=CC1=O)CCC1C3CCC(C)(O)C3(C)CC3OC312 (configuration not stated)	-9	-0.1	-2	3	2.4	2	-4	0.2
Cc1c(N)c(C)c([N+](=O)[O-])c(C)c1[N+](=O)[O-]	6	0.4	1	-1	-0.3	/	-14	0.1
N#Cc1ccc2nc(-c3ccc(CN4CCC(n5nnc6ccccc65)CC4)cc3)c(-c3ccccc3)nc2c1	11	-0.2	1	-47	-0.6	/	-27	0.0
COC(=O)[C@H]1[C@H](CO)[C@H]2Cn3c(ccc(-c4cccc(F)c4)c3=O)[C@@H]1N2Cc1ccncc1	-5	0.0	0	2	-0.7	-12	-10	0.1
CCC(C)C1NC(=O)C(NC(=O)C(CC(C)C)N(C)C(=O)C2CCCN2C(=O)C(C)O)C(C)OC(=O)C(Cc2ccc(OC)cc2)N(C)C(=O)C2CCCN2C(=O)C(CC(C)C)NC(=O)[C@H](C)C(=O)[C@H](C(C)C)OC(=O)CC1O (some centres not stated)	?	-0.7	0	-19	-8.9	/	0	0.0
CC(=O)Nc1ccccc1OP1(=O)COc2ccccc2OC1	/	-2.2	6	0	/	-11	-5	/
CS(=O)(=O)N1CCCC(C(=O)N2CCC3(CC2)OCCO3)C1 (configuration not stated)	4	/	1	2	-2.7	-16	8	/
NNC(=O)c1ccc(O)cc1	-4	/	0	-6	-1.9	-2	-10	0.1
CN1CCN(c2ccc(F)cc2N)CC1	4	-1.6	-8	-29	3.3	/	3	0.1
c1cc2c(c(NC3=NCCCS3)c1)CCCC2	-7	-0.2	-2	/	-2.2	4	-8	0.0
C[C@H](NC(=O)N1C[C@H]2C[C@@H](C1)c1cccc(=O)n1C2)C(=O)Nc1ccccc1F	-6	/	-2	0	-1.8	-3	-6	/
Nc1ccccc1Cl	-1	/	-5	19	-1.5	-3	-15	/
COC(=O)[C@@]1(Sc2ccc(C)cc2)CC(=O)N(P(=O)(OC)OC)[C@@H]1c1ccccc1	-13	6.0	3	-5	1.7	/	-21	0.0
OC1/C(=C/c2ccc(F)cc2)N2CCC1CC2 (configuration not stated)	/	/	-5	4	1.9	/	-11	0.2
COc1ccc(C(=O)CC(c2ccc(OC)c(OC)c2)c2c(O)c3ccccc3oc2=O)cc1OC (configuration not stated)	8	/	-1	11	1.3	1	-12	0.0
CC(C)Oc1ccc(Cc2c(O)[nH]c(=O)[nH]c2=O)cc1	2	/	3	17	-3.1	/	4	/
Cc1c(NC(NC(=O)CF)C(Cl)(Cl)Cl)c(=O)n(-c2ccccc2)n1C (configuration not stated)	-4	/	0	-8	4.5	-7	-13	0.0
COC(=O)C1=COC(C)C2CN3CCC4(C(=O)Nc5ccccc54)C3CC12 (configuration not stated)	5	/	1	/	-3.3	-13	-9	/
O=C1NCN(c2ccccc2)C12CCN(C(c1cccc3ccccc13)c1nnnn1-c1ccc3c(c1)OCCO3)CC2 (configuration not stated)	?	-0.3	0	55	0.5	-2	-15	0.0
COc1ccc(-c2ccc([C@@H]3[C@H](CO)N4CCCCN(C(=O)Cc5ccncc5)C[C@@H]34)cc2)cc1	10	-0.3	-1	-17	-0.8	-1	17	0.2
CC12CC[C@H]3[C@@H](CCC4(O)C[C@H](O)CCC34/C=N/NC(=O)c3ccccc3F)C1(O)CCC2C1=CC(=O)OC1 (some centres not stated)	7	/	0	-7	0.7	-9	4	-0.1
COc1ccc(-n2c(-c3ccco3)nc3ccccc3c2=O)cc1	9	/	7	13	-6.1	/	-23	0.0
CC(=O)Nc1ccccc1C(=O)C(=O)Nc1cccc(C(=O)N2CCC3(CC2)OCCO3)c1	1	-1.4	0	0	-1.5	/	-1	-0.1
CC1CCC(NC(=O)CNC(=S)N2CC3CC(C2)c2cccc(=O)n2C3)CC1 (configuration not stated)	-5	/	-2	5	-2.2	-1	-6	0.1
O=C1NC(=S)NC(=O)C1Cc1ccccc1O	2	-0.1	1	-4	-0.3	/	-6	0.0
CN(C)C(CNC(=O)Cc1ccc(Br)cc1)c1ccccc1 (configuration not stated)	-7	/	-1	5	2.8	3	-19	0.2
CN1CCN(c2cccc3c2C(=O)c2ccccc2C3=O)CC1	-1	-0.1	15	9	0.8	79*	26	0.0
Cc1cccc(C(O)(C(=O)NNC(=O)CN2CCN(C)CC2)c2cccc(C)c2)c1	13	-0.4	-9	-8	1.0	12	-14	-0.1
CN1CC2([N+](=O)[O-])CC=C(Cl)C([N+](=O)[O-])(C1)C2 (configuration not stated)	-1	/	-2	10	0.2	2	-8	0.4
Clc1cccc(C2NCc3ccccc3-n3cccc32)c1 (configuration not stated)	-1	2.6	0	/	1.2	1	-20	-0.1
